Screening results: PubChem, several laboratories
aDG glyco act – alpha-DG glycosylation activation. Pro5-aDG cells, alpha-DG glycosylation AlphaScreen (IIH6); 0% Pro5, 100% B10-LARGE cell signal. activation, % at 10 µM. actives 0.22% (n = 360,000);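 active = activation of at least 8% versus controls, or a plate z-score of at least 8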;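 note: Pro5 are CHO cells carrying HIG-tagged alpha-DG that lacks glycosylation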
N-glyco inh – blocks N-linked glycosylation in D54 reporter cells | actives 0.23% (n = 360,000) | D54 ERlucT glycosylation luciferase reporter, 24 h; percent of 100 nM tunicamycin response | reporter increase, % at 12.5 µM | AID 588692;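 active = mean luciferase reporter signal, scaled so untreated is 0 and the glycosylation-blocking control 100, at or above a set limit in every replicate; inconclusive = mean reaches the limit but not every replicate does; inactive = mean below the limit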;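 note: luciferase carries N-glycosylation sites so blocking glycosylation raises the light; 0% = median of neutral control wells and 100% = median of 100 nM tunicamycin wells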
PDI turbidity – blocks human protein disulfide isomerase activity | P07237 | PDI insulin aggregation turbidity, A650, 90 min | inhibition, % at 10 µM | actives 0.052% (n = 350,000) | AID 588391;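 active = mean inhibition across replicates of 30% or more, whatever share of single replicates reach that level; inconclusive = mean inhibition below 30% while every single replicate reaches 30%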;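 note: absorbance from insulin aggregation driven by PDI reduction with DTT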
Target sequence (P07237 whole entry, looked up): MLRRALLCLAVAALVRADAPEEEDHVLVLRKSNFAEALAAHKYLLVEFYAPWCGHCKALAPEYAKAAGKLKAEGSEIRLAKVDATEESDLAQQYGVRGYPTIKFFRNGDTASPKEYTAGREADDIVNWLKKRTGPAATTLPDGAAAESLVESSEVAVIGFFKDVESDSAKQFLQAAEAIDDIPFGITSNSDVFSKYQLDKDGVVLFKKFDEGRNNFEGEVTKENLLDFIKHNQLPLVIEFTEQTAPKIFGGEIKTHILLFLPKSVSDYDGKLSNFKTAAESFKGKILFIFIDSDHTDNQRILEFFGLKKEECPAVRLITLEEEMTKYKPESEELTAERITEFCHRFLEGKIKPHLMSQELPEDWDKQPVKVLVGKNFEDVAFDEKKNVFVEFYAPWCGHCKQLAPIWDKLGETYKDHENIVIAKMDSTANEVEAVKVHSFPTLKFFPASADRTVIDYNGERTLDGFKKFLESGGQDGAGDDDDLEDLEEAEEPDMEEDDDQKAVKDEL
Cardio protect – modulators protecting cardiomyocytes from myocardial damage. H9c2 cardiomyocytes, H2O2 injury protection, ATPLite, 2 h. protection from H2O2 cell death, % at 20 µM. actives 0.63% (n = 360,000). AID 588492;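 active = compounds giving at least 50% protection of heart cells from peroxide-induced death in the single-dose screen, raw or plate-pattern-corrected value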;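 note: 0% = DMSO wells with peroxide and 100% = DMSO wells without peroxide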
Vif inh – HIV Vif inhibition | HEK293T cells, Vif self-association by quenched fluorescence, imaging, 24 h | inhibition, % at 7.49 µM | actives 0.35% (n = 340,000) | AID 602346; in the data active = inhibition above about 50%, passing the limit was not always enough; inconclusive = no clear call, values can overlap the other calls; inactive = below about 31%; note: some results filed as inactive read as strong as hits
CaV13 FRET inh – Disruptors of the CACNA1D IQ motif to Ca2+-dependent inactivation inhibitor domain association, primary screening, Förster resonance energy transfer in intact living …. HEK cells, CFP/YFP FRET ICDI-IQ, plate reader, 10 min; percent FRET-ratio fall versus neutral wells. inhibition, % at 12.3 µM. actives 0.098% (n = 340,000). AID 743397;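 active = mean replicate inhibition of at least 30% and at least 1% of replicates passing that level; inconclusive = only one of the two criteria is met; inactive = neither criterion is met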;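 note: 0% = median of the neutral control wells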
iPSC survival up – hiPSC single-cell survival enhancement; ATPlite luminescence; 100% = ROCK inhibitor wells, 0% = DMSO; survival enhancement, % at 20 µM; actives 0.044% (n = 360,000); in the data active = survival enhancement above about 18%;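 note: cells exposed to compounds for 16 hours before the ATP read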
ABCB6 inh MLPCN – human ABCB6 transporter inhibition; actives 0.19% (n = 360,000); Q9NP58; fluorescence ratio to DMSO, % at 10 µM; AID 602162; K562-ABCB6 porphyrin accumulation, flow cytometry, 1 h; hits give low values;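 active = fluorescence ratio to DMSO below 75%, the collection mean minus 3 SD; inconclusive = too few cells collected in the well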;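 note: signal is porphyrin accumulated inside mitochondria; 100% equals median channel fluorescence of DMSO control wells; lower ratio means ABCB6 inhibition with less porphyrin fluorescence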
HTR2A ag – mouse HTR2A agonism via beta-arrestin recruitment. actives 0.66% (n = 360,000). CHO-K1 mHTR2A beta-arrestin complementation, luminescence; percent of 30 µM serotonin response. activation, % at 7.6 µM;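 active = activation above a run cutoff, the mean activation of all tested compounds plus 3 SD, cut at about 14% in these data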;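 note: 0% = plate median of compound wells and 100% = 30 µM serotonin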
Target sequence (P35363 whole entry, looked up): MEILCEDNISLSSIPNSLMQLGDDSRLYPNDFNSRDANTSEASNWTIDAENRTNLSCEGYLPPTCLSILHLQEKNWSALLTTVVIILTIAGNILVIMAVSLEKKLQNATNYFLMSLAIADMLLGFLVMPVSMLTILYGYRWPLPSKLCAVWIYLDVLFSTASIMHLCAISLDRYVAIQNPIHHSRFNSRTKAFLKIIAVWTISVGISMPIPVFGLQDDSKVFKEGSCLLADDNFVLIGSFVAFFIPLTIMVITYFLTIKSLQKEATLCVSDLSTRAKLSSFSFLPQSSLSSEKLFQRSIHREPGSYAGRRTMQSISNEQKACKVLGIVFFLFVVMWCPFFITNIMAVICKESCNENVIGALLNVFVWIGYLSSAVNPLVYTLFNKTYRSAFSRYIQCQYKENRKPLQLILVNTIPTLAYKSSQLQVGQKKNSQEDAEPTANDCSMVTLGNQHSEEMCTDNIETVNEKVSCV
Granule exo inh – lytic granule exocytosis inhibition | inhibition, % at 10 µM | actives 0.66% (n = 360,000) | AID 651702 | TALL-104 LAMP-1 surface exposure, flow cytometry; cells stimulated with thapsigargin and PMA;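 active = inhibition above about 55%, limit read from the data; inconclusive = no clear call, values can overlap the other calls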
The depositor's hits bear a star. Compounds as they come (roughly 3.1% active in at least one column).

Start of the data: the first five entries, to show the layout:
CCOc1cc(N2CCOCC2)c(OCC)cc1NC(=O)CN1C(=O)NC2(CCCCCCC2)C1=O was read as aDG glyco act -0.1, N-glyco inh -0.8, PDI turbidity -5.4, Cardio protect 2.8, Vif inh -1.7, CaV13 FRET inh -6.5, iPSC survival up 1.1, ABCB6 inh MLPCN 98.0, HTR2A ag 4.7 and Granule exo inh 0.6.
`O=C(CN(C(=O)c1nsc(Cl)c1Cl)c1ccc(F)cc1)NC1CCCC1` gave aDG glyco act 0.0, N-glyco inh -1.2, PDI turbidity -6.0, Cardio protect -2.5, Vif inh 2.9, CaV13 FRET inh -5.2, iPSC survival up 1.8, ABCB6 inh MLPCN 100.0, HTR2A ag 0.6 and Granule exo inh -4.3.
For CC1(C)CC(C)(c2ccc(O)cc2O)N(c2cccc(Cl)c2)C(=S)N1 (centres undefined) the results were aDG glyco act -0.4, N-glyco inh 1.2, PDI turbidity 10.3, Cardio protect 2.7, Vif inh 2.2, CaV13 FRET inh -5.2, iPSC survival up -1.9, ABCB6 inh MLPCN 103.0, HTR2A ag -3.2 and Granule exo inh -5.5.
`Cc1cccc(C)c1C(O)c1ncc(-c2cccc(F)c2)[nH]1` (centres undefined) gave aDG glyco act 0.1, N-glyco inh 0.0, PDI turbidity 7.9, Cardio protect -4.4, Vif inh -3.5, CaV13 FRET inh -2.0, iPSC survival up -0.3, ABCB6 inh MLPCN 95.0, HTR2A ag 0.9 and Granule exo inh -8.1.
O=c1c2ccccc2nc(/C=C/c2ccc(Br)cc2)n1CCCO was read as aDG glyco act 0.1, N-glyco inh 2.4, PDI turbidity 7.8, Cardio protect 27.0, Vif inh inconclusive, CaV13 FRET inh -18.6, iPSC survival up -0.3, ABCB6 inh MLPCN 94.0, HTR2A ag -3.4 and Granule exo inh -12.9.

Results, previewed entries included:
CCOc1cc(N2CCOCC2)c(OCC)cc1NC(=O)CN1C(=O)NC2(CCCCCCC2)C1=O was read as aDG glyco act -0.1, N-glyco inh -0.8, PDI turbidity -5.4, Cardio protect 2.8, Vif inh -1.7, CaV13 FRET inh -6.5, iPSC survival up 1.1, ABCB6 inh MLPCN 98.0, HTR2A ag 4.7 and Granule exo inh 0.6.
`O=C(CN(C(=O)c1nsc(Cl)c1Cl)c1ccc(F)cc1)NC1CCCC1` gave aDG glyco act 0.0, N-glyco inh -1.2, PDI turbidity -6.0, Cardio protect -2.5, Vif inh 2.9, CaV13 FRET inh -5.2, iPSC survival up 1.8, ABCB6 inh MLPCN 100.0, HTR2A ag 0.6 and Granule exo inh -4.3.
For CC1(C)CC(C)(c2ccc(O)cc2O)N(c2cccc(Cl)c2)C(=S)N1 (centres undefined) the results were aDG glyco act -0.4, N-glyco inh 1.2, PDI turbidity 10.3, Cardio protect 2.7, Vif inh 2.2, CaV13 FRET inh -5.2, iPSC survival up -1.9, ABCB6 inh MLPCN 103.0, HTR2A ag -3.2 and Granule exo inh -5.5.
`Cc1cccc(C)c1C(O)c1ncc(-c2cccc(F)c2)[nH]1` (centres undefined) gave aDG glyco act 0.1, N-glyco inh 0.0, PDI turbidity 7.9, Cardio protect -4.4, Vif inh -3.5, CaV13 FRET inh -2.0, iPSC survival up -0.3, ABCB6 inh MLPCN 95.0, HTR2A ag 0.9 and Granule exo inh -8.1.
O=c1c2ccccc2nc(/C=C/c2ccc(Br)cc2)n1CCCO was read as aDG glyco act 0.1, N-glyco inh 2.4, PDI turbidity 7.8, Cardio protect 27.0, Vif inh inconclusive, CaV13 FRET inh -18.6, iPSC survival up -0.3, ABCB6 inh MLPCN 94.0, HTR2A ag -3.4 and Granule exo inh -12.9.
`COc1ccccc1NC(=O)c1sc2ncn(Cc3ccc(C)cc3)c(=O)c2c1C` gave aDG glyco act 0.1, N-glyco inh -2.4, PDI turbidity -4.9, Cardio protect -15.9, Vif inh 1.2, iPSC survival up 0.1, ABCB6 inh MLPCN 99.0, HTR2A ag -2.7 and Granule exo inh -1.7.
O=C(N/N=C\c1cccc(OC(=O)c2ccco2)c1)c1ccc2c(c1)OCO2 was read as aDG glyco act 0.2, N-glyco inh -8.0, PDI turbidity 21.2, Cardio protect -27.4, Vif inh -2.7, CaV13 FRET inh -3.4, iPSC survival up -1.7, ABCB6 inh MLPCN 108.0, HTR2A ag -0.2 and Granule exo inh -1.4.
`O=C(Nc1nnc(-c2ccc(F)cc2)s1)C1CCN(S(=O)(=O)c2ccc(Cl)cc2)CC1` gave aDG glyco act 0.0, N-glyco inh -1.5, PDI turbidity -22.0, Cardio protect -6.6, Vif inh -7.1, CaV13 FRET inh -4.4, iPSC survival up 1.4, ABCB6 inh MLPCN 111.0, HTR2A ag 1.5 and Granule exo inh 3.4.
`CCOC(=O)C1=C(C)NC(C)=C(C(=O)OCC)C1C(=O)OCC(N)=O` gave aDG glyco act -0.1, N-glyco inh 1.6, PDI turbidity -0.2, Cardio protect -0.2, Vif inh 2.7, CaV13 FRET inh -1.9, iPSC survival up -0.6, ABCB6 inh MLPCN 103.0, HTR2A ag 6.1 and Granule exo inh 2.4.
CCOc1ccc(C2c3[nH]c4ccccc4c3CCN2CCCn2cccn2)cc1 (centres undefined) was read as aDG glyco act 0.5, N-glyco inh -0.6, PDI turbidity 3.7, Cardio protect -0.6, Vif inh -0.4, CaV13 FRET inh -4.5, iPSC survival up -1.3, ABCB6 inh MLPCN 103.0, HTR2A ag -1.4 and Granule exo inh -0.9.
`COc1ccc(CNC(=O)C/C(C)=N/NC(=O)COc2ccccc2)cc1` gave aDG glyco act -0.5, N-glyco inh 1.3, PDI turbidity -4.7, Cardio protect 4.3, Vif inh 2.2, CaV13 FRET inh 4.3, iPSC survival up 1.0, ABCB6 inh MLPCN 95.0, HTR2A ag 1.4 and Granule exo inh -0.4.
O=C(CNc1cccc(S(=O)(=O)N2CCCCC2)c1)Nc1ccccc1F was read as aDG glyco act 0.3, N-glyco inh 0.9, PDI turbidity 0.9, Cardio protect -5.7, Vif inh -15.1, iPSC survival up 0.0, ABCB6 inh MLPCN 99.0, HTR2A ag 3.9 and Granule exo inh 8.1.
Cc1ccc(Nc2cc(C)nc(NCc3ccccc3)n2)cc1 was read as aDG glyco act 0.0, N-glyco inh -0.6, PDI turbidity -4.3, Cardio protect -36.4, Vif inh -2.5, CaV13 FRET inh -4.0, iPSC survival up -2.0, ABCB6 inh MLPCN 101.0, HTR2A ag -6.0 and Granule exo inh 47.0.
O=C(/C=C/c1ccccc1)Nc1cccc(C(=O)N2CCCC2)c1 was read as aDG glyco act 0.0, N-glyco inh 2.4, PDI turbidity 1.8, Cardio protect -1.6, iPSC survival up -2.7, ABCB6 inh MLPCN 98.0, HTR2A ag 7.0 and Granule exo inh -3.9.
For O=[N+]([O-])c1ccc(OCCN2CCNCC2)cc1 the results were aDG glyco act 0.9, N-glyco inh 3.8, PDI turbidity -5.2, Cardio protect 7.7, Vif inh 0.9, CaV13 FRET inh -2.7, iPSC survival up -0.5, ABCB6 inh MLPCN 101.0, HTR2A ag -1.5 and Granule exo inh 3.4.
C/C(Cl)=C\Cn1c(O)c(N=NC(N)=S)c2cc(Br)ccc21 was read as aDG glyco act 0.6, N-glyco inh 6.0, PDI turbidity 0.1, Cardio protect -1.4, Vif inh 5.2, CaV13 FRET inh -15.2, iPSC survival up -3.7, ABCB6 inh MLPCN 96.0, HTR2A ag -1.0 and Granule exo inh 3.7.
Screening Fc1ccc(-c2cnc(-c3cccs3)o2)cc1 returned aDG glyco act -0.1, N-glyco inh -2.9, PDI turbidity -5.3, Cardio protect -17.3, Vif inh 0.7, CaV13 FRET inh -3.4, iPSC survival up -4.3, ABCB6 inh MLPCN 101.0, HTR2A ag -4.0 and Granule exo inh -5.8.
Screening CCOc1ccc(N(C(C)=O)C2C=CS(=O)(=O)C2)cc1 (centres undefined) returned aDG glyco act -0.1, N-glyco inh 1.4, PDI turbidity -33.2, Cardio protect -3.4, Vif inh -0.1, CaV13 FRET inh -20.2, iPSC survival up 1.0, ABCB6 inh MLPCN 102.0, HTR2A ag -0.5 and Granule exo inh -5.6.
`O=C(OCc1ccccc1Cl)c1cc([N+](=O)[O-])ccc1N1CCOCC1` gave aDG glyco act -0.2, N-glyco inh -2.8, PDI turbidity -2.7, Cardio protect -0.2, Vif inh -7.7, CaV13 FRET inh -5.4, iPSC survival up -0.2, ABCB6 inh MLPCN 90.0, HTR2A ag -6.6 and Granule exo inh 18.4.
Screening CC(C)c1ccc(NC2CCCN(C(=O)c3ccccc3-c3ncc[nH]3)C2)cc1 (centres undefined) returned aDG glyco act -0.2, N-glyco inh -0.5, PDI turbidity 8.4, Cardio protect -7.9, Vif inh -19.0, CaV13 FRET inh -9.1, iPSC survival up 0.4, ABCB6 inh MLPCN 92.0, HTR2A ag -2.0 and Granule exo inh -0.3.
For O=C1NC[C@H](CCCCN2C[C@H](Cc3ccc(O)cc3)N(Cc3ccccc3)C(=O)C2=O)N(CCc2ccc(O)cc2)C1=O the results were aDG glyco act -0.1, CaV13 FRET inh -6.8, iPSC survival up 0.3, ABCB6 inh MLPCN 96.0, HTR2A ag 1.2 and Granule exo inh -3.3.
`C[C@H](NC(=O)c1ncn2c1C(=O)NC[C@H]2C)C(=O)OC(C)(C)C` gave aDG glyco act 0.6, N-glyco inh 0.9, PDI turbidity -3.2, Cardio protect -2.0, Vif inh 14.6, CaV13 FRET inh -5.3, iPSC survival up 1.2, ABCB6 inh MLPCN 112.0, HTR2A ag 1.7 and Granule exo inh -7.0.
COC(=O)C1=C(C(=O)c2ccccc2)C(c2ccccc2)n2nnnc2N1 (centres undefined) was read as aDG glyco act 0.2, N-glyco inh 0.9, PDI turbidity 11.3, Cardio protect -2.8, CaV13 FRET inh -5.5, iPSC survival up -3.6, ABCB6 inh MLPCN 101.0, HTR2A ag 4.7 and Granule exo inh inconclusive.
COc1cccc(-n2nnc(S(=O)(=O)c3ccc(C)cc3)c2N)c1 was read as aDG glyco act 0.0, N-glyco inh -1.6, PDI turbidity -1.7, Cardio protect -11.5, Vif inh -2.6, CaV13 FRET inh -6.0, iPSC survival up -0.8, ABCB6 inh MLPCN 100.0, HTR2A ag 0.2 and Granule exo inh -5.7.
Screening CC(=O)N1c2ccc(S(=O)(=O)N3CCCC(C(=O)NCc4ccc(Cl)cc4)C3)cc2CC1C (centres undefined) returned aDG glyco act 0.6, N-glyco inh -1.9, PDI turbidity -0.5, Cardio protect -8.4, Vif inh -4.1, CaV13 FRET inh -2.9, iPSC survival up 0.0, ABCB6 inh MLPCN 97.0, HTR2A ag -6.1 and Granule exo inh 3.6.
